phage Ecoli inh: E. coli growth loss with phage present; growth absorbance; inhibition, % at 11.9 µM; hit rate 0.26% among 360,000; AID 651602; in the data active = inhibition above about 11%
OPRM1-OPRD1 inv: mu-delta opioid heterodimer inverse agonism; P35372+P41143; cell-based MOR-DOR heterodimer luminescence; inhibition, % at 9.3 µM; hit rate 0.21% among 340,000; AID 504357; in the data active = inhibition above about 22%, passing the limit was not always enough;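 note: 0% = cells with DMSO and 100% = wells without cells with DMSO; values of inactives mirror those of a sister screen read the other way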
PKA-R1A act: PKA-R1A complex activation. AID 504707. hit rate 0.083% among 340,000. PKA-R1A dissociation, Cy5-IP20 fluorescence polarization; scaled: DMSO 0%, 113 µM cGMP 100%. activation, % at 11.4 µM. P00514+P68181;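 active = percent activation above the mean of all tested compounds plus 3 SD, cut at about 19% in these data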;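 note: higher means more PKAc released from R1A so a rise in polarization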
PfHsp90 yeast 2: growth inhibition of yeast expressing Plasmodium Hsp90; S. cerevisiae expressing PfHsp90, BacTiter-Glo ATP, 48 h; yeast lacking PDR1 and PDR3 efflux regulators; inhibition, % at 9.4 µM; hit rate 0.32% among 310,000; AID 504621;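 active = every replicate shows inhibition above about 80%, whatever the replicate mean, limit read from the data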;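 note: 0% = DMSO neutral controls and 100% = 20 µM radicicol positive controls; yeast relying on Plasmodium falciparum Hsp90 in place of its own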
HTR5A inv ctr: HTR5A inverse agonism, opioid heterodimer counter-screen; P47898; HTR5A cell line, luminescence; inhibition, % at 9.3 µM; hit rate 0.083% among 340,000; in the data active = inhibition mostly above about 23%, no sharp cut-off; inactive = mostly below about 18%;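 note: 0% = cells with DMSO and 100% = no-cell wells with DMSO; some compounds called inactive have numbers as strong as hits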
Target sequence (P47898 whole entry, looked up): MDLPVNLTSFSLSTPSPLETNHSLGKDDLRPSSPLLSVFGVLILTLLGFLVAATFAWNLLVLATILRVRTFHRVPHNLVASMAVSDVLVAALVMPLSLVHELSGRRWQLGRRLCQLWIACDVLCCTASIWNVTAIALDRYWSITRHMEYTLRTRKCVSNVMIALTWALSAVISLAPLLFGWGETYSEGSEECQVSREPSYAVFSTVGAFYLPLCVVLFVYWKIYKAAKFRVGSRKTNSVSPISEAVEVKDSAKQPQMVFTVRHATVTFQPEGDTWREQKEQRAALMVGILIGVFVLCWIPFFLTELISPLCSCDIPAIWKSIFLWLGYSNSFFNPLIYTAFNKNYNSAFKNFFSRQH
PKA-R2B act: activates the human PKA-R2B holoenzyme complex; activation, % at 11.4 µM; hit rate 0.079% among 340,000; PKA-R2B holoenzyme dissociation, Cy5-IP20 fluorescence polarization; R2B truncated from residue 108, S112A mutant; 0% DMSO only, 100% 113 µM cGMP; P22694+P31323;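 active = activation above a cutoff set at the mean over all compounds plus 3 SD, cut at about 18% in these data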;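 note: higher means more holoenzyme dissociation and a rise in polarization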
Target sequence (P31323 whole entry, looked up, other chains not shown, the tested form may be a part): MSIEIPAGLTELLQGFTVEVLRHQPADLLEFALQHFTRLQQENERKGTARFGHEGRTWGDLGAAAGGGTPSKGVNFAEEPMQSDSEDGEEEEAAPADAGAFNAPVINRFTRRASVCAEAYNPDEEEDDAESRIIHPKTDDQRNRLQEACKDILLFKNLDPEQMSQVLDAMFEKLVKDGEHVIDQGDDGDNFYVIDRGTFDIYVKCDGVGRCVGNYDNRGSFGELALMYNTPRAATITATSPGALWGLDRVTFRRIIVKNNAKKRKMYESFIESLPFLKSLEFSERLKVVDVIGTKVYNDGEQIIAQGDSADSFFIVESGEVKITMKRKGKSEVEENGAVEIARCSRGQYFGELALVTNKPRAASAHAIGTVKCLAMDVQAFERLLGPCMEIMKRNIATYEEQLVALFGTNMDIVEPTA
Mot1-301 SUMO: blocks SUMOylation pathway, rescuing yeast Mot1-301 growth; S. cerevisiae Mot1-301 growth rescue, ATP luminescence, 38.5C; percent above DMSO median, 100 means doubled; hit rate 1% among 320,000; growth rescue, % at 18.8 µM;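 active = every valid replicate shows activation above 250% relative to neutral control wells; inactive = the rest, any valid replicate at or below 250%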;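 note: OY570 slx delta 5 strain wells were the positive control but not used for scaling; some compounds called inactive have numbers as strong as hits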
AddAB inh: less growth of phage-infected E. coli with AddAB; hit rate 0.29% among 330,000; inhibition, % at 11.9 µM; E. coli expressing H. pylori AddAB, absorbance growth; AID 435030; in the data active = inhibition above about 12%;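 note: 0% = vehicle wells of infected cells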
Ecoli viability: reduces bacterial viability in AddAB counter-screen. E. coli V3065 growth, OD600 absorbance, 18 h. inhibition, % at 11.9 µM. hit rate 0.27% among 330,000. AID 449728;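 active = inhibition above the campaign's mean inhibition across all tested compounds plus 3 SD, cut at about 9.9% in these data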;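 note: uninfected addAB+ strain grown without phage in ampicillin broth; 0% = DMSO wells and 100% = ciprofloxacin 0.95 µg/ml wells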
Tat export inh: blocks Tat-dependent protein export in E. coli; hit rate 0.036% among 340,000; E. coli MC4100 TorA-mCherry Tat export, fluorescence; inhibition, % at 10 µM;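 active = mean replicate inhibition at least 50% and at least half of replicates individually reaching 50%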;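 note: exported cargo escapes ClpAP degradation while cytoplasmic cargo is degraded and loses fluorescence; 0% = median of neutral control wells and 100% = median of NaSCN control wells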
OPRM1-OPRD1 ag: OPRM1-OPRD1 heterodimerization agonism; hit rate 0.3% among 340,000; cells, luminescence; activation, % at 9.3 µM; AID 504326; P35372+P41143; in the data active = activation above about 18%;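 note: 0% = vehicle-treated cells and 100% = reference agonist; values of inactives mirror those of a sister screen read the other way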
Numbers without * were called inactive; i = inactive; nt = not tested or not shown.

SMILES	phage Ecoli inh	OPRM1-OPRD1 inv	PKA-R1A act	PfHsp90 yeast 2	HTR5A inv ctr	PKA-R2B act	Mot1-301 SUMO	AddAB inh	Ecoli viability	Tat export inh	OPRM1-OPRD1 ag
CC1CN(c2ccnc3cc(Cl)ccc23)CC(C)O1 (stereo not given)	1.4	-2	2	-23	-28	4	i	3.0	-1.1	2	0.3
O=C(NN=C1c2ccccc2-c2ccccc21)c1cccc(Br)c1	0.5	-5	8	-8	-6	-12	-12	0.3	-0.5	6	0.9
CSCCC(NS(=O)(=O)/C=C/c1ccccc1)C(=O)N1CCC(C)CC1 (stereo not given)	3.8	7	-4	19	-14	-11	-9	-2.6	-0.4	3	-1.2
CC1CCCCC12NC(=O)N(CC(=O)N1CCc3ccccc3C1)C2=O (stereo not given)	3.8	1	-9	21	2	-11	nt	nt	nt	-5	-0.1
Cc1cc(Cl)ccc1OCc1n[nH]c(=S)n1C1CCCCC1	-0.6	-56	-10	nt	-3	-9	37	2.5	4.2	24	9.6
CC1CC(=O)C2=C(C1)OC(N)=C(C#N)C2c1coc2ccccc2c1=O (stereo not given)	0.0	10	-10	nt	8	7	-7	2.6	1.7	-3	-1.9
Cc1ccc(-c2nnc(NCc3ccccc3)c3ccccc23)cc1	4.2	13	5	18	-1	4	4	0.8	-0.3	8	-2.5
Cc1ccc2nc(-c3cccc(Br)c3)cc(C(=O)NCC3CCCO3)c2c1 (stereo not given)	-1.6	1	-11	-16	-14	-4	-18	4.0	2.3	9	-0.3
Cn1c(=O)cc(N2CCN(C(=O)c3ccco3)CC2)[nH]c1=O	2.8	16	-6	-11	11	2	2	1.2	-1.3	2	-2.8
O=C(Nc1nnc(-c2cccs2)s1)c1cccc(F)c1	1.1	-46	2	7	6	-4	-15	-0.2	-0.2	-2	8.7
O=C(Oc1ccc(-c2nnco2)cc1)c1ccc(F)c(S(=O)(=O)N2CCOCC2)c1	1.7	14	-10	1	-13	0	44	0.8	-1.2	-3	-2.5
CCOc1ccc2c(c1)nc(NCCCO)n2Cc1ccccc1	1.2	6	-6	9	7	0	139	-0.3	0.6	-3	-1.0
Cc1ccc(S(=O)(=O)N2CCN(c3ccnc4cc(Cl)ccc34)CC2)cc1	3.0	-8	-6	-30	-7	-7	-20	3.3	3.4	10	1.5
O=C(CN1CCN(C(=O)c2cccc(-n3cnnn3)c2)CC1)Nc1ccccc1Cl	1.5	4	-10	0	-30	-5	-1	3.2	1.6	-7	-1.1
CCOC(=O)c1c(CC(C)C)csc1NC(=O)C(C)C	1.1	-13	-6	-11	1	-4	9	0.1	-3.0	7	3.2
CC(C)Cc1ccc(C(C)C(=O)Nc2cccnc2)cc1 (stereo not given)	1.8	-2	2	13	-14	4	2	0.5	0.7	7	0.4
Nc1ccc(-c2nc3ccc([N+](=O)[O-])cc3[nH]2)cc1	3.6	-29	-2	-2	4	2	38	3.1	2.6	-12	4.3
O=C1N[C@H]2CC=C[C@H]2N(Cc2cccs2)c2ccccc21	2.9	18	-9	10	2	-6	nt	-3.6	-2.5	-2	-3.8
COc1cccc(N2CCN(CC(=O)NCc3cccs3)CC2)c1	1.6	6	5	15	-1	-7	-14	0.9	0.2	-4	-1.2
COc1ccc(OC)c(C(=O)CCCC(=O)c2cc(OC)ccc2OC)c1	0.4	-2	1	2	12	-1	10	1.0	0.2	-2	0.5

Rewritten with two lines to a compound: part of the list above
Under each structure: phage Ecoli inh | OPRM1-OPRD1 inv | PKA-R1A act | PfHsp90 yeast 2 | HTR5A inv ctr | PKA-R2B act | Mot1-301 SUMO | AddAB inh | Ecoli viability | Tat export inh | OPRM1-OPRD1 ag
CCOC(=O)c1c(CC(C)C)csc1NC(=O)C(C)C
→ 1.1 | -13 | -6 | -11 | 1 | -4 | 9 | 0.1 | -3.0 | 7 | 3.2
Cn1c(=O)cc(N2CCN(C(=O)c3ccco3)CC2)[nH]c1=O
→ 2.8 | 16 | -6 | -11 | 11 | 2 | 2 | 1.2 | -1.3 | 2 | -2.8

The listing continues:
SMILES	phage Ecoli inh	OPRM1-OPRD1 inv	PKA-R1A act	PfHsp90 yeast 2	HTR5A inv ctr	PKA-R2B act	Mot1-301 SUMO	AddAB inh	Ecoli viability	Tat export inh	OPRM1-OPRD1 ag
CCc1nn(CC(=O)N2CCN(CC)CC2)c(=O)c2cccn12	2.9	-1	10	-32	11	-4	81	-0.2	-1.6	-12	0.2
CCN(CC)S(=O)(=O)c1ccc(Cl)c(C(=O)Nc2cccnc2)c1	1.6	15	-6	2	-33	1	3	0.5	-0.7	-4	-3.0
COc1nc(NCCO)nc(Nc2ccccc2F)n1	1.4	12	-7	20	2	1	-8	-2.2	-1.7	-9	-2.3
O=C(CN1C(=O)c2ccccc2C1=O)N1CCCCC1	-1.1	6	-15	13	-8	-8	260	1.7	3.0	11	-1.1
Cc1ccc(NC(=O)CSc2nnc(C)c(=O)n2N)c(C)c1	1.0	10	-7	4	-2	-6	-6	4.3	3.8	-3	-1.6
CN(C(=O)c1ccc(NC(=O)Cc2cccc(NC(=O)C3CCN(C(=O)C4CC4)CC3)c2)cc1)C1CCCC1	0.4	4	-3	nt	-4	-3	12	1.3	-1.1	1	-0.8
CCOC(=O)C1=CN(CC)S(=O)(=O)NC1CCc1ccccc1 (stereo not given)	2.0	2	-11	-12	-11	-6	nt	1.5	1.1	-4	-0.3
Cc1ccc(S(=O)(=O)N(C)CC(=O)Nc2ccccc2N2CCCC2)cc1	1.3	-12	-6	27	4	-4	-1	0.8	-0.3	-2	2.8
COCCn1c(C)cc(C(=O)CSc2nnc(C3CC3)n2C2CC2)c1C	2.1	4	-2	10	2	2	10	0.9	2.1	0	-1.0
Cn1c2c(c3ccccc31)CCSC2=O	0.2	-7	1	nt	-23	-6	3	-0.8	-4.6	6	1.5
O=C(NCc1ccccc1)C1=C[C@@H](c2coc3ccccc3c2=O)C[C@@H](OCc2ccc(CO)cc2)O1	2.1	4	-3	-14	-49	2	-21	0.6	-0.9	6	-0.7
COC(=O)c1c(C)oc2cc(Br)c(OCC(=O)C(C)(C)C)cc12	2.4	-5	-9	-7	-11	-12	6	0.0	0.3	-2	1.1
CC(C)(C)c1ccc2c(c1)OC(C(=O)N/N=C\c1ccncc1)CO2 (stereo not given)	2.1	9	-5	2	30	-15	49	-0.8	-1.2	1	-1.8
Cc1c(/C=N/Nc2ccc(F)cc2)c(O)n(C)c(=O)c1C#N	2.5	-13	5	-6	8	0	227	1.2	-1.3	-8	1.8
CC1CCCC(C)N1C(=O)COC(=O)c1cc(F)c(F)cc1Cl (stereo not given)	4.2	-5	2	-23	-9	-9	-4	2.4	0.6	-3	1.2
O=C1/C(=N\O)Cc2ccccc21	2.1	-1	-1	nt	0	-8	-7	0.1	-0.4	3	0.2
CCOc1ccc(CCNC(=O)Cc2nn[nH]n2)cc1OCC	-0.9	8	-11	-3	-4	-1	144	6.0	1.9	-10	-1.8
CCOc1ccc(Nc2nc(Cc3nnc(SCC(=O)c4ccc(C)c(C)c4)o3)cs2)cc1	4.3	9	-1	6	11	-4	-14	0.7	-2.3	-7	-1.6
CCCOc1ccc(C(=O)Nc2ccc3c(c2)OCCO3)cc1	2.4	10	-3	15	12	-17	27	4.2	3.6	-8	-1.9
Cc1cc(C)n(CCc2nc(-c3ccc(C)o3)cs2)n1	1.8	12	-8	-58	-2	-1	-15	3.6	0.8	-3	-2.6
CCCNC(=O)C1CC(=O)N(c2ccc(OCC(=O)Nc3cccc(C)c3C)cc2)C1 (stereo not given)	0.9	-2	0	nt	-9	2	122	1.4	1.2	17	0.4
CC1CN(C(=O)CCC(=O)N2CCCCC2)c2cc(Cl)ccc2O1 (stereo not given)	-1.1	15	4	6	11	7	-12	2.9	-1.1	-2	-3.0
CCOC(=O)Cn1c(C)cc(=O)c2cccc(C)c21	1.6	0	-5	0	22	-2	-5	-2.9	-1.5	-14	0.0
CCOc1cc(S(=O)(=O)n2cc(-c3ccc(F)cc3)c(N)n2)cc(OCC)c1OCC	4.0	3	-11	5	-20	-13	-2	2.2	1.9	6	-0.7
O=C1[C@@H]2[C@H](C(=O)N1Cc1ccco1)[C@H]1C=C[C@@H]2C1	1.2	13	4	22	-20	1	-14	1.6	1.4	8	-2.3
CCOC(=O)c1sc(NC(=O)CSc2nnc(C(C)C)n2CC)nc1C	1.1	-13	3	-4	-20	1	nt	-0.2	-2.5	2	2.4
CCCCCCCCOC(=O)c1cc([N+](=O)[O-])c(Sc2ncnc3nc[nH]c23)c([N+](=O)[O-])c1	1.2	-59	6	107*	-34	-2	nt	nt	nt	-3	14
COc1c(OC(C)=O)ccc(/C=C/c2ccc3ccccc3n2)c1[N+](=O)[O-]	1.5	8	-1	-9	0	1	13	2.7	2.1	5	-1.5
Cc1ccc(-c2c(=O)n(O)c3ccccc3[n+]2[O-])cc1	2.2	18	-8	10	6	-3	3	nt	nt	-20	-4.1
CCN1CCCC1CNC(=O)c1cc(COc2ccc(C)c(C)c2)on1 (stereo not given)	2.4	6	9	8	-5	-2	2	0.8	1.0	2	-1.0
COc1ccc2[nH]c3c(c2c1)CCN1C(=O)C(CC(=O)NCc2ccco2)C[C@H](C(=O)N2CCOCC2)[C@@]31C (stereo not given in full)	1.3	11	-1	-38	-10	-7	nt	-1.1	-0.9	3	-2.1
CC(=O)c1ccccc1OCC(O)CN1CCN(c2ccccn2)CC1 (stereo not given)	1.4	1	-3	-10	6	5	-4	2.1	-0.8	-3	-0.2
Cc1cccc(C)c1NC(=O)CNC(=O)c1ccc(COc2ccccc2)o1	1.2	-7	-7	-22	2	2	9	1.5	0.5	7	1.7
O=c1c2c3nc4ccccc4nc3n(Cc3ccccc3)c2ncn1Cc1ccco1	1.6	-6	5	11	-5	-9	nt	nt	nt	-3	1.1
CCOC(=O)N1CCN(S(=O)(=O)c2ccc3c(c2)CCN3C(=O)CC)CC1	0.5	5	-8	24	-2	1	11	0.1	-3.1	-15	-1.0
CCOc1ccccc1CN1CCC(N2CCC(C(=O)NC3CC3)CC2)CC1	1.1	-1	-4	-26	8	12	-4	0.8	3.4	1	0.1
Cc1ccc(Nc2nc(C(=O)N3CCC(C(=O)NC(C)C)CC3)cs2)cc1	0.9	1	-14	-15	-6	-9	256	-0.8	-2.6	-5	-0.2
O=C(COC(=O)c1cnccn1)Nc1ccc(Cl)cn1	3.4	-27	-9	2	1	4	7	0.0	0.1	1	4.0
CCOc1ccc(CCNC(=O)COC(=O)c2ccncc2)cc1OCC	2.2	13	-2	0	10	-2	-9	-1.7	-1.3	-6	-3.3
CC1CCN(CCCn2c(=S)[nH]c3c(sc4ccc([N+](=O)[O-])cc43)c2=O)CC1	3.1	-8	1	-6	-27	-1	-11	1.7	-0.4	-16	1.5
Cc1cc(NC(=O)CN2C(=O)NC3(CCCCC3)C2=O)no1	2.9	2	-5	4	4	1	-4	-0.4	-0.6	-9	-0.3
O=C(Nc1ccc(Cl)cn1)c1ccc2c(c1)OCCO2	3.3	-1	-4	-58	2	1	38	3.6	0.9	20	0.1
Cc1cc2c(cc(C(=O)OC(C(=O)NC3CCCCC3)C(C)C)n2C)o1 (stereo not given)	0.5	-42	10	-6	9	3	-2	-0.3	-0.5	-5	9.7

Screens deposited in PubChem by several laboratories.
